Compound activity: PubChem BioAssay, several laboratories
TNF death inh: TNF-alpha cell death inhibition in Jurkat FADD-/- cells. Jurkat FADD-/- TNF necroptosis rescue, ATP luminescence, 24 h; 0 = TNF only, 100 = no-TNF cells. activation (protection from cell death), % at 10 µM. 220,000 compounds, 0.068% hits;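 active = activation, meaning protection from cell death, of at least 50% relative to plate controls; inactive = activation below 50%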;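 also: necroptosis triggered by 40 ng/mL TNF-alpha added together with compound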
Rad51 HR inh: Rad51 (human) homologous recombination inhibition. 200,000 compounds, 0.085% hits. inhibition, % at 10 µM. Q06609. hRad51 DNA strand exchange, fluorescence dequenching;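 active = inhibition above 40% at the single screening dose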;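 also: 0% = DMSO control wells and 100% = blanks with heterologous ssDNA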
Target sequence (Q06609 whole entry, looked up): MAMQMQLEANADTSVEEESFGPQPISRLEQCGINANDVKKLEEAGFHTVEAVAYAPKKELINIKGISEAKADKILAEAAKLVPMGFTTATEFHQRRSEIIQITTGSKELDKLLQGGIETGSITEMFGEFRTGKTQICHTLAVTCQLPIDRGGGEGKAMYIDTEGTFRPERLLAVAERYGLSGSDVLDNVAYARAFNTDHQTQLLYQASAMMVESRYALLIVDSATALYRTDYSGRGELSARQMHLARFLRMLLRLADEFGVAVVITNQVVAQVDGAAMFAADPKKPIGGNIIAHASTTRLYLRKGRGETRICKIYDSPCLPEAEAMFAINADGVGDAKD
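System: human Rad51 nucleoprotein filaments preassembled on unlabelled ssDNA. Reagent: labelled 47-mer dsDNA for strand exchange. Schedule: 30-min compound preincubation and 15-min exchange, both room temperature. Measured by: FRET fluorescence dequenching, excitation 485 nm, emission 520 nm. Read-out: Fluorescence-based percent inhibition, control- and blank-normalised. Benchmarks: plate controls and plate blanks.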
PERK inh: blocks human PERK kinase | Q9NZJ5 | CHO PERK-DD fusion, SEAP luminescence translation reporter | inhibition, % at 5.6 µM | 220,000 compounds, 0.17% hits | AID 1416;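 active = inhibition above the mean inhibition of all tested compounds plus 3 SD, set separately per screening campaign, cut at about 2.9% in these data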;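 also: PERK kinase domain activated by AP20187 dimerizer at 100 nM; 0% = DMSO with dimerizer and 100% = rapamycin at 8.4 µM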
EBV gp42 inh: blocks Epstein-Barr virus glycoprotein 42 binding; inhibition, % (tested at 21.74 µM); 220,000 compounds, 0.42% hits; Fluorescence polarization binding assay, mP read-out; Q1HVG2; in the data active = inhibition above about 50%
Target sequence (Q1HVG2 whole entry, looked up): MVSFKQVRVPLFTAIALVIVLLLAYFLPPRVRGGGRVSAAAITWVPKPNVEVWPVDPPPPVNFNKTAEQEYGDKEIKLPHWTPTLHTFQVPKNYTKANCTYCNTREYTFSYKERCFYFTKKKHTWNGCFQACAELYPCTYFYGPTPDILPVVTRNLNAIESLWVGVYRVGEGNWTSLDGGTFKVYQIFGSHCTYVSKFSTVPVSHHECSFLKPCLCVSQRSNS
zVAD death inh: blocks zVAD induced death of L929 cells; 220,000 compounds, 0.38% hits; viability rescue, % at 10 µM; L929 zVAD necroptosis rescue, ATP luminescence, 24 h; with zVAD 60 µM;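 active = activation, scaled between plate controls, above about 75%, limit read from the data; inactive = activation under that limit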;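 also: 0% = zVAD with DMSO and 100% = DMSO alone without zVAD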
m-calpain inh: blocks pig calpain II enzyme activity. AID 1236. 220,000 compounds, 0.37% hits. purified calpain II, fluorogenic peptide substrate, 30 min. inhibition, % at 16 µM;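 active = inhibition above about 50%, limit read from the data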
eIF4E-4G inh: eIF4E/eIF4G interaction inhibition in translation initiation; P63073+Q04637; TR-FRET eIF4E-eIF4GI(517-606) binding, 2 h; inhibition, % at 21.7 µM; 220,000 compounds, 0.37% hits;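 active = inhibition above about 30%, limit read from the data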;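 also: 0% = full FRET control wells and 100% = background wells lacking eIF4GI fragment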
Cl transport mod: modulators of human KCC2 chloride dependent transport; Q9H2X9; KCC2 cells, thallium flux FluoZin-2 fluorescence; B-score of Tl+ flux slope (higher = more flux/activation; lower = inhibition) at 10 µM; 190,000 compounds, 2.2% hits; AID 1456;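 active = thallium flux slope and its plate-corrected score both differing from the plate sample mean at a set confidence after two filtering rounds, in either direction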;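 also: slope of fluorescence scaled to starting intensity during 10 to 20 s after thallium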
Mdm2 ligase inh: inhibitors of human Mdm2 E3 ubiquitin ligase | Q00987 | cell-based MDM2 ubiquitination luciferase reporter, 2 h; 0 = plate control, 100 = twice control, blank-subtracted | signal enhancement, % at 5 µM | 210,000 compounds, 0.11% hits | AID 1230;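 active = signal enhancement of 30% or more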;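 also: luminescence tracks abundance of the self-degrading MDM2-luciferase fusion protein; higher signal means inhibition of MDM2 E3 ligase activity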
Target sequence (Q00987 whole entry, looked up, the tested form may be a part): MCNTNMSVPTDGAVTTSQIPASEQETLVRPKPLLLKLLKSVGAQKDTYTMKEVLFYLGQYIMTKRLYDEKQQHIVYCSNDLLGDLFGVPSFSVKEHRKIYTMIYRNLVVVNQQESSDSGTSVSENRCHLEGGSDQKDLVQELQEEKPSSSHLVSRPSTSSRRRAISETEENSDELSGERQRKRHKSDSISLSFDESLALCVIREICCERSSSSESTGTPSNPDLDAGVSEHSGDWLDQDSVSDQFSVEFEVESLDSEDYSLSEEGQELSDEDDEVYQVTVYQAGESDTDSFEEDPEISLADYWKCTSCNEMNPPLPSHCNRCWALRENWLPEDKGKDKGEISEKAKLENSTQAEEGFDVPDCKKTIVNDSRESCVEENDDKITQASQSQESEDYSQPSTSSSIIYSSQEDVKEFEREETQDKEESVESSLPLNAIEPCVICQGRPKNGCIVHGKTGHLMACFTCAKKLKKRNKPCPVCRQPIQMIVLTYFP
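Test system: stable mammalian line carrying autodegrading MDM2–luciferase fusion reporter; quantity: 2000 cells in each well; times: 4 h cell settling then 2 h compound exposure, 37 °C; detection: luminescence with SteadyLite reagent, 15 min at room temperature; evaluation: percent signal gain over controls, blank-subtracted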
Starred values were filed as active, the others as inactive; / = not tested or not shown; [ ] = remark or other dose.

no. | SMILES | Cl transport mod | PERK inh | eIF4E-4G inh | m-calpain inh | zVAD death inh | Rad51 HR inh | EBV gp42 inh | Mdm2 ligase inh | TNF death inh
1 | CCCOc1ccc(N2C(=O)CC(N3CCN(c4ccccc4F)CC3)C2=O)cc1 (stereo unspecified) | 0.27 | -0.6 | 1[fluorescence artefact?] | -17 | 0.1 | -3 | 10 | -5 | -1.8
2 | O=C(NCc1ccco1)c1ccc(S(=O)(=O)N2CCCCC2)cc1 | -0.61 | 0.5 | -3 | 26 | -1.1 | 1 | -4 | -12 | 0.9
3 | COc1cc(C2C(C#N)=C(N)N(c3sc4c(c3C#N)CCCC4)C3=C2C(=O)CC(C)(C)C3)cc(OC)c1OC (stereo unspecified) | 0.45 | 0.2 | -3 | 9 | 0.2 | 8 | 0 | -10 | -7.8
4 | COc1ccc2c(c1OC)C(=O)OC2n1c(O)c(N=NC(C)=O)c2ccccc21 (stereo unspecified) | 0.88 | -0.2 | -2 | 17 | -0.7 | -7 | -8 | -14 | -1.5
5 | Cc1nc2c(C(=O)N3CCOCC3)cnn2c(C)c1Cc1ccc(Cl)cc1 | -0.26 | 0.8 | -2 | -384 | -0.3 | -9 | -14 | -12 | -4.0
6 | COC(=O)CCCCCN1C(=O)/C(=C\c2ccncc2)SC1=S | / | 1.1 | -4 | 15 | -1.7 | 13 | -11 | -19 | -8.9
7 | O=C(NNC(=S)Nc1ccccc1)c1ccncc1 | 0.42 | 1.1 | -12 | 21 | 0.5 | / | 7 | -5 | -2.2
8 | Cn1c(SCC(=O)N2CCOCC2)nc2cccnc21 | 1.1 | -0.2 | 1 | -29 | 0.1 | -2 | 2 | -14 | 1.1
9 | COc1ccc(CCN/C=C2/CC(=O)NC2=O)cc1OC | / | 1.6 | -6 | 0 | 1.4 | 0 | 9 | -17 | -0.8
10 | CSC1=NCCN1C(=O)COc1ccccc1 | / | 1.4 | 3 | -1 | -0.1 | -2 | -16 | -74 | -0.5
11 | COC(=O)C1(CCSC)NC(c2ccco2)C2C(=O)N(C)C(=O)C21 (stereo unspecified) | -0.047 | 0.7 | -2 | 12 | 0.3 | 1 | -1 | -16 | -2.8
12 | Cc1ccc(S(=O)(=O)NCCCC(=O)O)cc1 | 0.67 | 1.0 | 2 | -14 | 0.2 | -122 | -8 | -4 | -0.8
13 | Cc1ccc(OCC(=O)N2CCCC(CCC(=O)N(C)CCc3ccccn3)C2)cc1 (stereo unspecified) | / | 0.0 | 2 | -11 | 0.0 | 0 | -11 | -10 | 0.4
14 | COc1ccc(S(=O)(=O)N(CCCN2CCCC2=O)Cc2cc3c(C)ccc(C)c3[nH]c2=O)cc1 | / | -0.1 | 0 | -36 | -0.2 | 7 | -10 | -4 | -8.8
15 | CCOC(=O)C1(CCOC)CCN(Cc2ccccc2-c2ccco2)CC1 | 0.48 | 0.8 | 3 | -17 | -0.2 | / | -4 | -15 | 0.8
16 | CC(=C/c1ccccc1)/C=N/NC(=O)c1ccccn1 | -1.7 | 0.8 | 2 | -6 | -1.4 | / | -18 | -68 | -7.8
17 | CCOC(=O)C(=O)Nc1cc(Cl)ccc1C | -1.7 | 1.2 | 6 | 2 | 0.6 | 0 | -6 | -1 | 0.3
18 | CC(C)CNC(=O)CC(=O)NN=C1CCCC1 | 0.91 | 0.1 | 0[fluorescence artefact?] | -14 | / | / | 21 | 5 | 1.8
19 | Cc1cccc(N/C(N)=N/c2nc(C)cc(=O)[nH]2)c1 | -0.18 | 0.8 | -1 | 4 | 0.5 | -7 | -2 | -6 | -0.1
20 | O=C(Cn1cnc2ccccc21)Nc1ccc(F)c(F)c1 | -0.26 | -0.6 | 0 | 9 | 0.9 | 11 | -8 | -13 | 3.8
21 | CC1CCC(C(C)C)C(=O)/C1=C/c1ccc(N)cc1 (stereo unspecified) | 0.54 | 0.1 | -2 | 1 | 2.9 | 1 | 1 | 3 | -20
22 | CC(=O)Nc1c(NC(C)(C)C)c2ccccc2oc1=O | 0.18 | 0.7 | -2 | 15 | 0.2 | 4 | 5 | -1 | -0.2
23 | O=C(O)CN1CCN(Cc2ccc(F)cc2Cl)C1=O | -0.19 | 0.5 | -3[fluorescence artefact?] | -3 | 0.4 | -4 | -10 | 3 | 0.6
24 | N#C/C(=C\c1cn(Cc2ccccc2)c2ccccc12)C(=O)NCc1ccco1 | -0.073 | -0.2 | 8[fluorescence artefact?] | -201 | 1.3 | -8 | -12 | -5 | 0.4
25 | O=C(NCc1ccco1)c1ccc2nc3sc4c(c3c(=O)n2c1)CCCC4 | 0.4 | 0.9 | 14 | -212 | -0.3 | 0 | 0 | -21 | -4.3
26 | CCCC(=O)Nc1nn(CCC)c2nc3ccccc3cc12 | -1.6 | -0.6 | 3 | -70 | -0.1 | -4 | -4 | -14 | -0.1
27 | CCOC(=O)c1[nH]c2ccccc2c1N=CN(C)C | 0.35 | 0.5 | / | / | 0.3 | 7 | / | / | -0.5
28 | Cc1ccc(/C=N/n2c(C)cc(C)c(C#N)c2=O)cc1 | 0.78 | 0.0 | 5 | -6 | 0.0 | 9 | -15 | -3 | -2.9
29 | CCCOc1ccc(CSc2ncn[nH]2)cc1 | -0.61 | 0.7 | 2 | -3 | -0.6 | / | -3 | -8 | 0.0
30 | O=C(O)CC1S/C(=N\N=C/c2ccccc2O)N(c2ccc(O)cc2)C1=O (stereo unspecified) | 0.11 | 0.2 | -4 | -36 | 1.9 | 6 | 7 | -6 | -0.3
31 | Cc1cc(C)cc(OC(=O)CCN2C(=O)c3ccccc3C2=O)c1 | -0.51 | 1.6 | -1 | 5 | 0.8 | -2 | -10 | -2 | -1.7
32 | CCOc1ccccc1NC(=S)N1CCCc2ccccc21 | -0.36 | 1.6 | -1 | -12 | 1.2 | -3 | 10 | -17 | 1.6
33 | COCCSc1ccccc1C(=O)Nc1nncs1 | / | 0.6 | 0 | 17 | 0.0 | 0 | -1 | -28 | -0.7
34 | CC1(C)Cc2c(C#N)c(SCC(=O)c3ccccc3)nc(N3CCCC3)c2CO1 | 0.27 | -0.4 | / | / | -0.8 | / | / | / | 1.8
35 | CCN(CC)CCCNC(=O)CSc1nc2c(c(C(F)(F)F)n1)CCc1ccccc1-2 | -1.3 | -0.1 | 5 | -8 | -1.4 | -2 | -3 | -13 | 4.2
36 | COc1ccc(CNC(=O)CSc2nc(-c3ccccc3)cc(-c3cccs3)c2C#N)cc1 | 0.42 | -0.1 | -7 | -17 | -0.8 | -6 | 4 | -9 | 0.1
37 | Cc1ccccc1-n1cnnc1SCC(=O)N1CCN(c2ccccc2)CC1 | / | -0.7 | -1 | -14 | 1.5 | 9 | -20 | -12 | -2.2
38 | CCOc1ccc(OCc2ccc(C(=O)N3CCCC(C)C3)cc2)cc1 (stereo unspecified) | -0.96 | 1.0 | -2 | 71* | 1.0 | 27 | -10 | 4 | -0.5
39 | C/C(=N\NC(=O)COc1ccc(C#N)cc1)c1ccccc1OC(F)F | 1.2 | 0.5 | 4[fluorescence artefact?] | 15 | 2.8 | 6 | -4 | -7 | 4.1
40 | CNC(=O)CSc1nnc(-c2ccc(S(=O)(=O)N3CCCC3)cc2)n1-c1cccc(C)c1C | -0.1 | -1.3 | 4[fluorescence artefact?] | -7 | -0.5 | 2 | -3 | 4 | -1.9

Profiles from above.
`CSC1=NCCN1C(=O)COc1ccccc1` as listed: Cl transport mod: /; PERK inh: 1.4; eIF4E-4G inh: 3; m-calpain inh: -1; zVAD death inh: -0.1; Rad51 HR inh: -2; EBV gp42 inh: -16; Mdm2 ligase inh: -74; TNF death inh: -0.5
`CCCC(=O)Nc1nn(CCC)c2nc3ccccc3cc12` as listed: Cl transport mod: -1.6; PERK inh: -0.6; eIF4E-4G inh: 3; m-calpain inh: -70; zVAD death inh: -0.1; Rad51 HR inh: -4; EBV gp42 inh: -4; Mdm2 ligase inh: -14; TNF death inh: -0.1

Remaining list, next part.
no. | SMILES | Cl transport mod | PERK inh | eIF4E-4G inh | m-calpain inh | zVAD death inh | Rad51 HR inh | EBV gp42 inh | Mdm2 ligase inh | TNF death inh
41 | CCN(CC)S(=O)(=O)c1ccc(C(=O)NCCCN=C2NS(=O)(=O)c3ccccc32)cc1 | -1.5 | -0.4 | 0 | -8 | 0.8 | 1 | -2 | 9 | -0.5
42 | O=c1[nH]c(CSc2nc(-c3ccccc3)cs2)nc2ccccc12 | -0.21 | 0.2 | -3 | 6 | 1.4 | 8 | 6 | 2 | 1.6
43 | C=CCNC(=O)c1c(Cl)cccc1Cl | -0.075 | 1.1 | -1 | -6 | 0.2 | 14 | -21 | -21 | -1.2
44 | CCN(CC)c1ccc(C(=O)OCC(=O)N2CCN(c3ccccc3)CC2)cc1 | -1.1 | 0.3 | -7 | 1 | -0.5 | -9 | -25 | 1 | 0.1
45 | COc1cc(S(=O)(=O)N2CCN(C)CC2)c(OC)cc1Cl | / | -0.5 | 0 | 11 | -0.1 | -2 | -3 | -24 | 0.5
46 | Cc1cc(C)n(CCC(=O)N/N=C/c2ccc(Cl)c([N+](=O)[O-])c2)n1 | -0.13 | -0.5 | -1 | 3 | 0.1 | 7 | 2 | -3 | -0.4
47 | COc1ccccc1NS(=O)(=O)c1cc(NC(=O)c2ccc(Cl)nc2)ccc1Cl | -0.064 | -0.6 | 7 | -34 | 0.1 | -8 | -3 | -27 | -2.5
48 | O=C(C1CCCN(S(=O)(=O)c2ccc(Cl)cc2)C1)N(Cc1cccs1)C1CC1 (stereo unspecified) | -0.94 | -0.5 | -2 | 22 | -0.1 | 7 | -13 | -16 | -2.6
49 | CCN1C(=O)[C@H]2[C@H]3[C@H](O)[C@H](O)C/C(=N\O[C@H](C)c4cn([C@H](CO)Cc5ccccc5)nn4)[C@@H]3CC[C@H]2C1=O | -0.014 | 1.0 | 3[fluorescence artefact?] | -10 | 2.2 | / | -16 | / | 2.8
50 | CCN(CC)S(=O)(=O)c1cccc(-c2nnc(SCCCC(=O)c3ccc(F)cc3)o2)c1 | / | -1.4 | 1 | 5 | -0.4 | -2 | -11 | -4 | -7.6
51 | O=c1o[nH]c(-c2ccccc2)c1C1=NCCCCC1 | 0.47 | -0.4 | 1 | -9 | -0.2 | -3 | -18 | -2 | 0.8
52 | Cc1nnc(NC(=O)CSc2ccc(-c3cccnc3)nn2)s1 | 0.034 | -0.5 | -5 | -9 | 1.7 | -2 | 3 | -6 | 0.3
53 | Cc1ccc(NC(=O)CSc2nnc(-c3ccco3)o2)cc1 | -0.14 | 1.0 | -2 | 3 | 1.0 | -4 | 0 | -9 | -2.1
54 | C/C(NCCCn1ccnc1)=C(\C#N)C(N)=O | 0.28 | 2.0 | 1[fluorescence artefact?] | -14 | -0.2 | -10 | -8 | -13 | -0.8
55 | Cc1ccc(S(=O)(=O)Nc2ccc3c(c2)OCCO3)cc1C | -0.79 | 0.0 | 3 | 8 | 0.2 | 27 | -4 | -50 | 3.5
56 | Cc1nnc(NC(=O)CSc2nc3ccccc3[nH]2)s1 | -0.36 | 0.9 | -3 | 14 | -0.5 | -2 | -2 | -6 | 1.4
57 | CCN1CCN(C(=O)Cn2cnc3sc(C)c(S(=O)(=O)N4CCN(c5ncccn5)CC4)c3c2=O)CC1 | 0.035 | 1.9 | -1 | -18 | 1.4 | 0 | 0 | -1 | -0.6
58 | Cc1cccc(C)c1NC(=O)CSc1nnc([C@H](C)NC(=O)OC(C)(C)C)o1 | -0.2 | -0.4 | 0 | 6 | 0.0 | -6 | 10 | -2 | -0.4

An unsorted share of the library. About 3.6% of those tested had a hit in this group.
